PTEN del growth: suppresses growth of cells with PTEN deletion | HCT116 PTEN-null viability, CellTiter-Glo, 60 h; active compounds read low | viability, % at 10 µM | 140,000 compounds, 1.2% hits | AID 827;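 active = viability at or below a set limit, 4 SD under the median of all tested compounds, cut at about 3.7% in these data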;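 note: PTEN knockout HCT116 line with beta catenin targeted HCT116 as companion control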
Yeast growth inh: chemicals that inhibit yeast BB579 growth in restrictive medium (lifespan-shortening candidates); inhibition, % at 10 µM; S. cerevisiae BB579 growth, OD615, 48 h; AID 804; 140,000 compounds, 0.51% hits;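 active = inhibition above a set limit, 3 SD over the mean compound inhibition, cut at about 44% in these data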; note: inactives centre near -24
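Assay system: S. cerevisiae DeaD strain BB579 yeast. Medium: CSMM-D restrictive synthetic medium containing dextrose (glucose). Times: 4 h cell preincubation, 48 h compound exposure, 30 °C humidified. Signal: OD615 turbidity measurement. Benchmarks: positive control amphotericin B 10 µg/mL.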
E-sel TNF inh: TNF alpha driven E-selectin expression inhibition; AID 1246; HUVEC TNFa-induced E-selectin immunofluorescence, high content; 120,000 compounds, 0.71% hits; inhibition, % at 2 µM;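 active = inhibition above the batch mean plus 3 SD, and confirmed as a hit on visual image review, cut at about 43% in these data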;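 note: 0% = TNF-stimulated DMSO wells and 100% = unstimulated control wells; not every result past the cut was called active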
Phagocyt inh: macrophage phagocytosis inhibition; J774A.1 macrophage IgG-bead phagocytosis, imaging; inhibition, % at 5 µM; 110,000 compounds, 0.07% hits;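 active = inhibition above the mean of the plate negative controls plus 5 SD, cut at about 13% in these data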;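 note: phagocytic index as fraction of beads internalized from green versus red external bead signal; plate controls were DMSO negative control for no effect and cytochalasin-D positive control for full effect; some results beyond the cut were filed as inactive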
HCT116 bCat-KO: beta-catenin-lacking colon tumor cell growth suppression; HCT116 beta-catenin knockout viability, CellTiter-Glo, 60 h; active compounds read low; viability, % at 10 µM; 140,000 compounds, 1.5% hits; AID 818;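 active = viability at or under a set limit, the compound median less 4 SD, cut at about 6% in these data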;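 note: 0% = Hyamine 1622 control at 20 µM and 100% = untreated cell control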
NPY-Y2 antag: blocks the human neuropeptide Y Y2 receptor; NPY-Y2 expressing cells, antagonist mode; P49146; inhibition, % at 2.7 µM; 140,000 compounds, 0.99% hits; AID 793; in the data active = inhibition above about 17%;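 note: 0% = vehicle with agonist challenge and 100% = reference antagonist with challenge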
Target sequence (P49146 whole entry, looked up): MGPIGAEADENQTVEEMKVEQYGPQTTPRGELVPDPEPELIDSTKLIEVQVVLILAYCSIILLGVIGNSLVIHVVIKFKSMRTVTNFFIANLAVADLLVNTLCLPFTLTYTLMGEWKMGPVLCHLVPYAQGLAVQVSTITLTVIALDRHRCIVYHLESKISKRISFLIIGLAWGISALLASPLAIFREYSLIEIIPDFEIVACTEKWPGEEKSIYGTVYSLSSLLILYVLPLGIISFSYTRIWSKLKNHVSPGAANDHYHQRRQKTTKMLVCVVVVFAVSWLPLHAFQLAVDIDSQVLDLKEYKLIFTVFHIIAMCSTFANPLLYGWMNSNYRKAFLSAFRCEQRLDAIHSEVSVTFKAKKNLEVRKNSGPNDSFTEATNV
GALR2 antag: GALR2 (human) receptor antagonism; O43603; GALR2-expressing cells, antagonist mode; inhibition, % at 4 µM; 140,000 compounds, 0.39% hits; AID 828; in the data active = inhibition above about 27%;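 note: cells stimulated with galanin 1-16 at roughly its EC80; 0% = agonist challenge control and 100% = basal control without agonist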
Target sequence (O43603 whole entry, looked up): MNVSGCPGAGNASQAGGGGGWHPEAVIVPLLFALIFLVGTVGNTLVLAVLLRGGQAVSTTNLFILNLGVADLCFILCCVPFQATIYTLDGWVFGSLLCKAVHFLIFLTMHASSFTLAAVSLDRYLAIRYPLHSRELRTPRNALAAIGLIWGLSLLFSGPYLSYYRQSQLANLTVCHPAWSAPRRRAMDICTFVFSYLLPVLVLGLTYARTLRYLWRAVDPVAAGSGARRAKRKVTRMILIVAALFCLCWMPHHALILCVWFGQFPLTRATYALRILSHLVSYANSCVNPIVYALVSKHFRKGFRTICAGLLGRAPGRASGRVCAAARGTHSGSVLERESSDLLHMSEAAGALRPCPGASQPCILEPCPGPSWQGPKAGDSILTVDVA
MRP-1 activ: activates MRP-1 | H69AR cells + doxorubicin, viability rescue, CellTiter-Glo | viability increase, % at 10 µM | 140,000 compounds, 0.61% hits;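 active = viability gain under doxorubicin at or above a set limit, the compound median plus 3 SD, cut at about 4.7% in these data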;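 note: MRP-1 overexpressing cells given doxorubicin 25 µM after compound pretreatment; 18-22 h compound pretreatment then 72 h with doxorubicin before readout; 0% = doxorubicin-only wells and 100% = vehicle-treated cells without doxorubicin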
Measles CPE: protection of cells from measles virus; 140,000 compounds, 1.5% hits; Measles virus-infected cells, CPE protection, absorbance; protection (pct of control), % at 4 µM; in the data active = protection mostly above about 24%, no sharp cut-off; inactive = mostly below about 26%; note: some compounds called inactive have numbers as strong as hits
Yeast lifespan up: extends the lifespan of yeast; S. cerevisiae growth with nicotinamide, OD615; deaD strain in restrictive glucose medium; 130,000 compounds, 0.68% hits; inhibition of the nicotinamide effect, % at 10 µM; AID 775;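 active = inhibition above a set limit, placed 3 SD over the median of all compounds, cut at about 26% in these data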;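 note: 0% = nicotinamide-treated wells and 100% = cells grown without nicotinamide; some compounds called inactive have numbers as strong as hits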
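Assay system: DeaD-strain S. cerevisiae. Medium: CSMM-D glucose medium, restrictive. Reagent: nicotinamide, 1.5 mM, co-present with compound. Compound: 10 µM single point, 0.25% DMSO. Schedule: culture preincubation 4 h, compound exposure 48 h, both 30 °C. Detection: absorbance at 615 nm.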
An asterisk follows results filed as active; · = no result given; & = joins results of further samples.

Order of results – PTEN del growth	Yeast growth inh	E-sel TNF inh	Phagocyt inh	HCT116 bCat-KO	NPY-Y2 antag	GALR2 antag	MRP-1 activ	Measles CPE	Yeast lifespan up
- COc1ccccc1N1CCN(S(=O)(=O)c2ccc(-n3cnnn3)c(C)c2)CC1
  91.4	-12.2	-6.2	-11.4	81.0	1.5	-0.5	-2.9	7.6	-2.5
- Cc1ccccc1NC(=O)Cn1c(O)c(N=NC(=O)c2ccccc2O)c2ccccc21
  100.6	-29.3	·	-7.0	88.2	-0.1	-0.5	-2.2	25.1	-3.8
- CCCS/C(N)=N/N=C/c1cc(C)ccc1O
  20.0	-13.6	3.0	-0.2	51.8	4.3	-11.3	-0.7	19.2	-12.2
- COc1ccc(C(=O)/C=C\c2ccc(NC(=O)c3cccs3)cc2)cc1
  67.1	-27.8	-11.7	0.3	66.8	-2.9	7.5	-5.4	2.8	-22.2
- O=C(NCCN1C(=O)S/C(=C\c2cccs2)C1=O)[C@H](Cc1ccccc1)N1C(=O)c2ccccc2C1=O
  104.5	-30.3	31.1	-4.2	92.8	3.7	11.4	-1.9	5.2	-0.3
- C=CCOC(=O)C1=C(C)OC(N)=C(C#N)C1c1ccc(OC)c(CSc2ccccn2)c1 (centres undefined)
  94.5	-4.8	16.9	1.7	104.8	5.7	-10.1	-2.2	13.0	2.9
- Cc1cc(=O)oc2cc(OCCSc3nnc(-c4ccccc4)o3)ccc12
  109.2	-7.3	-1.0	-2.4	93.0	6.5	0.6	-1.5	9.8	-3.1
- COc1ccc(/C=C(/NC(=O)c2ccccc2)c2nc3ccc(Cl)cc3[nH]2)cc1OC
  55.4	-42.3	·	-3.1	58.6	1.5	-8.1	-1.1	5.7	10.0
- O/N=C1/CC/C(=N\O)c2nn(-c3ccccc3)nc21
  100.8	-17.9	-60.2	1.2	85.6	2.2	8.5	-1.5	19.9	-12.0
- CCOc1cc(C)c(S(=O)(=O)Nc2ccc(Cl)cn2)cc1C
  96.0	-41.8	15.8	-0.7	86.2	5.4	-7.8	0.2	9.1	-1.7
- COc1ccc(N2C(=O)CC(N3CCN(S(=O)(=O)c4c(F)cccc4F)CC3)C2=O)cc1OC (centres undefined)
  105.2	-61.1	2.4	1.3	102.8	1.1	-14.1	-1.1	0.5	-9.6
- CN1CCc2c(C#N)c(N3CCCCC3)nc(NCc3ccccc3)c2C1
  1.4*	-32.6	3.2	-0.2	1.0*	2.6	-19.0	-4.6	1.7	-18.3
- Cc1ccc(C(=O)NCCSc2ccc(Cl)cc2)cc1S(=O)(=O)Nc1ccccc1
  60.2	-37.0	-16.7	·	68.7	-0.2	-14.1	-5.1	42.7	-4.8
- Cn1cc(/C=C(\C#N)C(=O)Nc2ncc(Cc3cccc(Cl)c3)s2)c2ccccc21
  40.2	-24.3	8.3	-5.6	29.4	-0.4	0.7	-3.6	4.1	4.0
- O=c1cc(CN2CCN(Cc3ccccc3)CC2)c2cc(Cl)ccc2o1
  81.0	-36.9	·	-0.3	82.9	2.4	-0.2	-3.9	4.8	1.3
- Cc1ccc(C(=O)c2coc3c2C(=O)C(=O)c2ccccc2-3)cc1
  1.4*	9.4	6.2	-0.1	1.8*	2.8	-1.2	-3.1	6.8	-3.2
- Cc1cc(C(=O)NC(=S)Nc2cccc(NC(=O)C(C)C)c2)ccc1[N+](=O)[O-]
  66.0	-17.6	·	-10.1	79.5	0.4	-5.4	-3.0	19.2	0.4
- COCC(C)N=CC1=C(O)CC(C)(C)CC1=O (centres undefined)
  89.6	-39.5	·	0.1	101.2	0.5	4.3	-0.6	9.2	-1.6
- COc1ccc(N(C(=O)COc2ccc(C)cc2)S(=O)(=O)c2ccc(C)cc2)cc1
  94.0	-32.6	·	-11.6	89.5	4.3	-7.3	-1.4	20.8	3.9
- COc1ccc2ncc(OC(C)=O)cc2c1
  102.9	3.1	·	-3.6	94.0	4.6	-10.5	-0.6	24.8	-6.9
- Cc1ccc(C(=O)NCC(=O)OCC(=O)c2c(N)n(C)c(=O)n(C)c2=O)s1
  107.8	-31.7	18.8	-0.7	97.5	0.8	2.0	-0.1	4.0	-1.0
- CS(=O)(=O)N1CCc2ccccc2C1
  93.7	10.8	11.6	·	100.7	0.7	3.6	-1.4	22.5	·
- CC(C)c1ccc(NC(=O)NC2CCCCC2)cc1
  91.6	-4.3	9.4	-0.5	81.7	2.4	11.2	-1.3	1.9	-13.9
- COc1ccc(N2C(=O)C(=O)/C(=C(/O)c3ccc(C)cc3)C2c2cccnc2)cc1 (centres undefined)
  102.7	-10.6	·	-3.2	101.1	2.5	-4.4	0.1	18.1	2.3
- COc1ccc(/C=C/C(=O)OCC(=O)c2c(N)n(C)c(=O)n(C)c2=O)cc1
  106.3	-22.1	·	-3.6	96.7	2.9	5.2	-2.5	3.2	4.7
- CCCCn1nnnc1NCc1ccc(N2CCCC2)cc1
  81.7	-47.6	-26.0	-0.7	79.8	-1.2	0.2	-0.5	3.4	-10.5
- CCc1nnc(SCc2ccc(OC)c(Br)c2)n1N
  96.9	-13.2	-14.7	0.1	93.4	2.0	15.6	-1.3	14.1	-6.1
- Cc1cc(Nc2cccc(F)c2)nc(NCc2ccccc2)n1
  1.4*	-31.1	-29.6	-9.2	2.9*	8.6	22.7	-4.2	14.3	-5.8
- COc1ccc(C)cc1NC(=O)CSc1nnc(-c2ccc(OC)c(OC)c2)n1N
  91.0	-28.3	·	-3.6	102.8	2.4	1.5	-1.9	32.6	-11.4
- CN(C)c1ccc(C(CC(=O)c2ccccc2)C2CCCCC2=O)cc1 (centres undefined)
  94.3	-4.7	14.3	-11.3	91.3	1.0	5.0	-0.8	10.5	0.3

Carrying on:
Order of results – PTEN del growth	Yeast growth inh	E-sel TNF inh	Phagocyt inh	HCT116 bCat-KO	NPY-Y2 antag	GALR2 antag	MRP-1 activ	Measles CPE	Yeast lifespan up
- Cc1cc(Cl)ccc1OCc1nc(-c2ccc(O)cc2)n[nH]1
  88.5	25.1	18.6	-0.7	91.9	3.7	-10.2	-5.0	8.9	-26.5
- CCC(C)(C(=O)NC1CCCC1)N(C(=O)CC1NC(=O)NC1=O)c1ccc(C)cc1 (centres undefined)
  112.6	-34.6	11.6	-0.1	101.6	13.3	3.5	-0.1	2.5	-5.1
- Cc1c(C(=O)NCCc2ccc3c(c2)OCCO3)oc2ccccc12
  88.3	-18.7	-3.6	-0.2	94.9	4.8	2.7	0.2	6.1	-20.8
- COc1cccc(C(=O)NCc2cccnc2)c1
  96.0	-15.8	1.2	2.2	94.0	0.0	-1.5	-2.7	27.7	-2.7
- O=C(NC1CCN(Cc2ccccc2)CC1)C1COc2ccccc2O1 (centres undefined)
  94.0	-72.3	24.2	-1.4	96.1	-0.6	-1.8	-1.0	17.6	0.5
- O=C(CCN1C(=O)c2ccccc2C1=O)Oc1ccc2ccccc2c1
  96.7	-24.4	-5.0	·	88.9	4.9	3.5	-3.0	13.7	-9.2
- Cc1nccn1-c1ccc(C(F)(F)F)cc1NC=O
  107.5	-79.6	3.2	-0.8	107.1	-0.4	-6.0	0.9	2.7	2.8
- Cc1ccc(OCCn2cnc3c(N)ncnc32)cc1
  76.9	6.9	4.2	-2.7	81.0	1.0	0.0	-2.0	2.9	4.0
- O=C(CN1C(=O)CCSc2ccccc21)Nc1ccc2c(c1)OCO2
  95.7	-33.7	·	0.7	97.6	0.1	-1.0	-0.7	9.2	4.4
- O=C(Cn1ncc(Cl)c(Cl)c1=O)N1CCN(S(=O)(=O)c2ccc3ccccc3c2)CC1
  1.1*	-3.2	32.2	-10.4	1.1*	-1.2	29.1*	-5.7	0.0	1.5
- Cc1ccc(NC(=O)c2c(-c3ccccc3)noc2C)nc1
  105.5	-8.6	·	-6.2	79.7	-1.4	-2.6	-1.7	8.4	5.8
- Cc1ccc(S(=O)(=O)CC2CSc3nnc(C)c(=O)n32)cc1 (centres undefined)
  105.5	-30.3	-5.9	-0.6	109.2	-0.1	3.2	-1.2	9.8	39.4
- O=C(c1ccc(Cl)nc1)N1CCc2ccccc2C1
  112.9	-45.3	-22.1	-0.8	125.2	3.2	1.6	0.9	12.2	-13.9
- O=C(CSC1=Nc2ccccc2C2=NC(CC(=O)NCc3ccco3)C(=O)N12)NCC1CCCO1 (centres undefined)
  86.2	-35.2	·	-1.1	101.5	-0.1	2.5	-4.2	4.7	-26.7
- COc1ccc(NCC(=O)Nc2ccc(Cl)cc2C)c(OC)c1
  45.0	6.9	9.9	-1.0	50.2	0.9	5.0	-3.4	6.3	-22.5
- N#CC1(Cc2ccc([N+](=O)[O-])cc2)c2ccccc2C=CN1C(=O)c1ccccc1 (centres undefined)
  74.8&75.7	-27.1	2.5	1.2	83.5	2.6	-1.4	-0.7	10.7	-6.8
- CCCCn1cnc2c1c(=O)n(C)c(=O)n2C
  88.5	-14.6	-7.3	·	81.8	3.9	2.0	-2.6	3.1	-9.8
- Cc1nc([N+](=O)[O-])c(N2CCN(C)CC2)n1Cc1ccccc1
  91.1	-17.9	3.5	·	85.0	-2.0	3.8	-1.3	5.8	-5.7
- COCCNC(=O)CN(C(=O)CCC(=O)Nc1ccccn1)c1ccc(F)cc1
  99.2	-25.8	4.6	0.9	94.2	-0.8	-7.8	-2.3	5.4	-25.6
- O=C1CC(N2CCN(c3nc4ccccc4s3)CC2)C(=O)N1c1ccc(F)cc1 (centres undefined)
  96.1	-18.3	7.6	-0.4	95.6	2.9	-1.2	4.9*	11.6	-5.8

Assay outcomes (PubChem BioAssay)
